Compound activity from PubChem BioAssay.
Dynein cargo inh: inhibitors of GR-EGFP nuclear translocation, primary screen, dynein cargo transport inhibitor project, imaging, high-content, 3617.4 mouse cells. test concentration mostly 20 µM; stimulated with dexamethasone, 1 µM; stronger effect = lower value. z-score, hits read low. 220,000 compounds, 0.47% hits. AID 1381, 2008;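 active = plate z-score of nuclear minus cytoplasmic receptor signal below a set negative limit, without overly bright fluorescence or cell loss, cut at about -3.5 in these data, passing the limit was not always enough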;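 note: z-score of nuclear minus cytoplasmic ring GR-EGFP intensity difference per well; some compounds called inactive have numbers as strong as hits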
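Buffer or medium: Induction medium lacking tetracycline, stripped serum | Also added: Dexamethasone agonist, 1.0 µM final, for 30 min | Timing: 48 h induction, 1 h compound, 30 min dex at 37 °C | Detection: Formaldehyde fixation, Hoechst nuclear stain, 10x automated fluorescence imaging | Measure: Nuclear versus cytoplasmic GR-EGFP signal, averaged per well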
Insulin prom up: insulin promoter activators in MIN6 cells, imaging, high-content screening, mouse beta cells; MIN6 insulin promoter-GFP reporter; stronger effect = higher value; z-score at 5 µM; 190,000 compounds, 0.3% hits; AID 1625, 2009;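 active = z-score above 3 at 5 µM with at least 500 cells counted in the well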
WT yeast gro inh: growth inhibition of WT strain, primary screen, mitochondrial fusion inhibitor project, WT and mutant strains, chemical genetic. mitochondrial fusion phenotypic screen. inhibition, % at 10 µM. 190,000 compounds, 2.1% hits. AID 1362, 2008; in the data active = inhibition above about 58%; tested in S. cerevisiae
Autophagy mod: autophagy modulators in MEF cells, primary screen, imaging, high-content, MEF GFP-LC3. MEF GFP-LC3 puncta imaging; test concentration mostly 10 µM. calls only at 10 µM (by protocol). 190,000 compounds, 0.98% hits. AID 463193, 2010;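 active = percentage of spot-positive cells more than 3 SD above its plate mean, without a fluorescence outlier flag or 80% toxicity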;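 note: spot-positive cell cutoff set from DMSO-treated cells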
bCat nuc transl: modulators of beta-catenin nuclear translocation, primary screen, imaging, HeLa cells, immunofluorescence, high-content; nuclear translocation activity, % at 5 µM; 190,000 compounds, 0.3% hits;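 active = nuclear translocation activity above 50% at 5 µM, with a well cell count of 50 or more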;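 note: per-cell ratio of nuclear to cytoplasmic median beta-catenin stain intensity; plate controls were DMSO negative control for no effect and GSK-3 inhibitor IX positive control for full effect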
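Read-out: Nuclear/cytoplasmic beta-catenin signal ratio, % activation | Assay system: Human HeLa cell line | Times: 24 h compound exposure at 37°C, 5% CO2 | Signal: Fluorescence imaging of beta-catenin antibody stain plus DAPI | Dosing: 5 µM primary, 0.02–20 µM confirmation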
MT stabilize HCS: microtubule stabilizers in HeLa cells, primary screen, imaging, high-content imaging. HeLa tubulin immunostaining HCS, 24 h; share of cells brighter than vehicle mean+2SD. % tubulin-high responders, % at 10 µM. 200,000 compounds, 0.83% hits;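 active = plate Z-score above 3 for both tubulin-high and condensed-nucleus cell shares, with cell loss under 80%, at 10 µM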;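 note: anti alpha tubulin signal scored within the nucleus-defined area of each cell; some results filed as inactive read as strong as hits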
XIAP displacement: XIAP antagonists, biochemical, IAP family, fluorescence polarization (AID 1018) | E3 ubiquitin-protein ligase XIAP (Homo sapiens) | XIAP BIR domain, fluorescence polarization peptide displacement; higher % means a stronger effect | displacement, % at 20 µM, or IC50 in µM where a hit was titrated | 200,000 compounds, 0.007% hits; in the data active = displacement above about 50%; note: a part of the inactive calls stands beside numbers as strong as those of hits
Lipid droplet: inhibitors of hepatocyte lipid droplet formation, primary screen, imaging, high-throughput imaging, BODIPY stain | AID 1656, 2009 | AML12 mouse hepatocytes, oleate lipid droplets | inhibition, % at 6.5 µM | 240,000 compounds, 0.4% hits;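 active = lipid droplet intensity inhibited by at least 50%, with more than 500 cells counted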
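Material: mouse AML12 hepatocyte cell line, fixed after treatment; Timing: compound with oleate, overnight; Technique: high-content imaging of BODIPY-stained droplets and DAPI nuclei; Probe or stimulus: oleate, 100 µM final; Dosing: compound at 6.5 µM only.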
ER stress rescue: rescue of cells from ER stress-induced death, primary screen, 384-well, CSM14.1, thapsigargin, ATP luminescence (AID 1222) | CSM14.1 thapsigargin-induced death rescue, ATP luminescence; higher % means a stronger effect | 190,000 tested, under 10 active | cellular ATP content (survival), % at 20 µM, or EC50 in µM where a hit was titrated;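 active = EC50 below 50 µM in the dose-response confirmation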;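 note: death triggered by thapsigargin at about 15 µM added after 2 h compound pretreatment; cell ATP read after overnight thapsigargin exposure of roughly 18 to 22 hours; normalized against plate controls of thapsigargin alone and 5% DMSO vehicle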
WT yeast gro inh mutant strain: also measured in WT yeast gro inh; calls as there; inhibition, %; mitochondrial fusion phenotypic screen, mutant strain inhibition
Dynein cargo inh cytoplasmic EGFP: recorded beside Dynein cargo inh, whose call it bears; z-score; measured here: cytoplasmic GR-EGFP intensity; stronger effect = higher value
Dynein cargo inh nuclear GR-EGFP: further read-out of Dynein cargo inh, marked with its call; z-score; measured here: nuclear GR-EGFP intensity;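 lower value marks the stronger effect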
Dynein cargo inh cell count: second read-out of Dynein cargo inh, no call of its own (marks repeat the call); z-score; measured here: cell count per field
Insulin prom up cell count: second read-out of Insulin prom up, no call of its own (marks repeat the call); cell count; measured here: cytotoxicity, nuclei count;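 total cells summed across four imaged fields per well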
Lipid droplet cells 6.5 µM: further read-out of Lipid droplet, marked with its call; cell count; measured here: cell count, cytotoxicity flag;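 cells counted across two imaged fields per well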
bCat nuc transl cell count 5 µM: further read-out of bCat nuc transl, marked with its call; cell count; measured here: cell count, cytotoxicity flag
MT stabilize HCS Hoechst-high %: further read-out of MT stabilize HCS, marked with its call; % Hoechst-high responders; measured here: nuclear condensation Hoechst responders;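 share of cells brighter than vehicle mean plus two SD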
MT stabilize HCS cytotoxicity %: also measured in MT stabilize HCS; calls as there; toxicity, %; measured here: cytotoxicity by cell density;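 0% = mean cell density of plate MIN control wells and 100% = no cells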
Autophagy mod cell loss 18 h: recorded beside Autophagy mod, whose call it bears; toxicity, %; measured here: cell loss, nuclei count;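 cell loss after 18 h compound exposure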
* marks the source's active call; other numbers are inactive results; i = inactive; · = not tested or not shown; + = active, no number.

SMILES	Dynein cargo inh	Dynein cargo inh cytoplasmic EGFP	Dynein cargo inh nuclear GR-EGFP	Dynein cargo inh cell count	Insulin prom up	Insulin prom up cell count	WT yeast gro inh	WT yeast gro inh mutant strain	Autophagy mod	Autophagy mod cell loss 18 h	bCat nuc transl	bCat nuc transl cell count 5 µM	MT stabilize HCS	MT stabilize HCS Hoechst-high %	MT stabilize HCS cytotoxicity %	XIAP displacement	Lipid droplet	Lipid droplet cells 6.5 µM	ER stress rescue
COCCCn1c(=N)c(C(=O)NCC2CCCO2)cc2c(=O)n3cccc(C)c3nc21 (stereo not drawn)	2.8	-0.16	1.2	-0.86	0.11	1339	0	2	i	0	-1.1	1044	3.0	3.1	7.4	-4.8%	8	611	3.4%
COc1ccc2c(CC(=O)Nc3nc(C)cs3)coc2c1	-0.96	-0.33	-0.76	0.51	-1.1	1349	13	-4	i	-1	-1.7	1159	1.6	3.2	4.0	-2.6%	-24	713	3.8%
COc1ccc(NC(=O)CN2CCc3ccccc3C2)cc1S(=O)(=O)N1CCOCC1	-0.56	-0.3	-0.61	0.71	0.5	1317	15	14	i	-1	·	·	3.5	3.1	6.3	-15%	-8	648	0.8%
CN(C)S(=O)(=O)N1CCN(C(=O)c2ccccc2Cl)CC1	1.3	-0.11	0.99	-0.11	0.81	1790	-4	-14	i	-2	0.2	1009	2.9	2.0	8.8	-16%	2	642	4.2%
NS(=O)(=O)c1ccc(NC(=O)COC(=O)/C(=C/c2cccs2)c2cccs2)cc1	1.4	-0.16	1.4	-1.6	0.3	1619	3	-1	i	1	-5.3	1238	2.6	2.8	4.5	-4.4%	-2	654	-1.6%
CCN(C(=O)CN1CCN(S(=O)(=O)c2ccccc2C(F)(F)F)CC1)c1c(N)n(Cc2ccccc2)c(=O)[nH]c1=O	-0.49	-0.24	-0.63	0.93	-0.1	1277	-7	-16	i	-7	-2.6	532	2.2	2.3	8.2	-0.2%	6	705	-0.9%
Cn1cc(CNCCCn2ncc3ccccc32)c(-c2ccccc2F)n1	1.2	-0.3	1	-0.45	-0.14	1362	7	14	i	25	2.2	886	1.9	0.8	9.3	-7.0%	6	622	-2.4%
COc1ccccc1C(=O)N1CCN(CCc2ccccc2)CC1	-1.1	-0.27	-0.84	1.4	-0.69	1256	-15	-15	i	-3	1.9	1199	3.0	1.9	5.1	-6.9%	-10	694	1.6%
N#CCSc1ccsc1C(=O)Nc1ccc(F)cc1	-0.11	-0.18	0.28	0.44	1.6	1574	-16	-4	i	-27	0.6	817	2.7	2.5	5.9	-9.1%	-1	671	-0.5%
Cc1c(Cl)cccc1NCC(=O)Nc1ccc(Cl)cc1F	-0.7	-0.16	-0.31	0.48	0.47	1600	22	-14	i	6	-1.8	1149	5.0	2.5	12	-0.7%	-26	624	-3.1%
CCn1c(SC(C)C)nnc1-c1c[nH]c2ccccc12	-0.37	-0.2	-0.027	0.35	0.05	1044	4	3	i	-8	·	·	3.8	4.3	8.1	-4.9%	·	·	-1.5%
CC(=O)NS(=O)(=O)c1ccc(NC(=O)C(Sc2ccccc2)c2ccccc2)cc1 (stereo not drawn)	0.22	-0.22	-0.2	-0.036	0.82	1800	-4	-4	i	-20	0.1	1244	2.5	1.3	4.3	-1.2%	5	674	-0.7%
Cc1cc(C(=O)OCC(=O)NCc2ccco2)c(C)n1-c1ccc(F)cc1	-1.3	-0.13	-0.24	0.88	-0.88	890	-1	14	i	32	82*	342*	17*	56*	51*	-5.9%	·	·	-4.1%
Cc1ccccc1C(=O)NC(=S)Nc1ccccc1[N+](=O)[O-]	0.11	0.11	0.31	0.085	1.1	1659	3	14	i	12	-3.8	1113	3.2	1.3	5.5	-8.7%	2	702	1.2%
O=C(CCC1CCCC1)N1CCC(N2CCCCCC2)CC1	0.47	-0.22	-0.13	-0.36	1	1327	15	17	i	-1	-0.5	839	6.9	1.9	4.3	-2.4%	4	672	-3.4%
CCOc1cc(S(=O)(=O)N2CCOCC2)ccc1F	-0.61	-0.26	-0.38	0.34	·	·	-5	-15	i	-6	·	·	2.6	3.6	6.3	-2.4%	17	708	-2.3%
Cn1c(=O)oc2cc(S(=O)(=O)N3CCCC(C(=O)N4CCc5ccccc5C4)C3)ccc21 (stereo not drawn)	1.1	-0.19	0.7	-0.35	0.05	762	1	5	i	11	·	·	4.8	2.1	9.2	-6.2%	·	·	2.6%
COc1cc(O)c2c(c1)OC(C)(C)CC2=O	0.16	-0.16	0.081	-0.29	0.02	1126	-1	-2	i	0	·	·	2.1	1.5	4.9	-3.5%	-4	623	·
N/C(=N\N=C\c1ccco1)SC1CC(=O)N(c2ccccc2)C1=O (stereo not drawn)	-1	-0.34	-0.42	0.65	0.13	1517	-9	-1	i	-12	0.2	1548	3.1	2.1	8.8	-5.8%	-4	710	0.4%
Cn1c(N)c(C(=O)COC(=O)CSc2ccc3ccccc3c2)c(=O)n(C)c1=O	-0.53	-0.31	-0.69	0.8	0.1	1252	10	-11	i	-18	1.6	908	2.0	3.1	7.8	1.6%	4	593	-0.9%
O=C(CSCc1ccc([N+](=O)[O-])cc1)NC1CC1	0.47	-0.22	0.36	0.19	-0.58	1246	0	15	i	4	-0.7	508	3.2	2.7	7.9	-1.5%	-24	635	7.1%
O=C(NCc1ccc(F)cc1)c1ccc[nH]1	-0.43	-0.17	-0.24	0.5	-0.46	1407	-4	1	i	2	0.2	1477	4.7	1.7	8.3	-3.6%	3	748	-0.8%
O=C(NCc1ccc(F)cc1)c1cccc2c1C(=O)N(Cc1cccnc1)C2	-0.84	0.78	-0.22	0.52	-1.3	1223	0	13	i	8	-0.1	1074	1.8	1.8	4.5	-2.0%	2	710	-1.0%
CN(C)S(=O)(=O)c1ccc(C(=O)Nc2ccc(CN3CCCC3)cc2)cc1	-0.34	-0.21	-0.27	0.49	0.55	1259	13	7	i	6	-1.0	1484	2.0	2.2	7.0	-7.3%	·	·	0.0%

The closing 2 compounds of the part above lead into the next.
SMILES	Dynein cargo inh	Dynein cargo inh cytoplasmic EGFP	Dynein cargo inh nuclear GR-EGFP	Dynein cargo inh cell count	Insulin prom up	Insulin prom up cell count	WT yeast gro inh	WT yeast gro inh mutant strain	Autophagy mod	Autophagy mod cell loss 18 h	bCat nuc transl	bCat nuc transl cell count 5 µM	MT stabilize HCS	MT stabilize HCS Hoechst-high %	MT stabilize HCS cytotoxicity %	XIAP displacement	Lipid droplet	Lipid droplet cells 6.5 µM	ER stress rescue
O=C(NCc1ccc(F)cc1)c1cccc2c1C(=O)N(Cc1cccnc1)C2	-0.84	0.78	-0.22	0.52	-1.3	1223	0	13	i	8	-0.1	1074	1.8	1.8	4.5	-2.0%	2	710	-1.0%
CN(C)S(=O)(=O)c1ccc(C(=O)Nc2ccc(CN3CCCC3)cc2)cc1	-0.34	-0.21	-0.27	0.49	0.55	1259	13	7	i	6	-1.0	1484	2.0	2.2	7.0	-7.3%	·	·	0.0%
Cc1cc(C)c2c(=O)n(CC(=O)Nc3cccc(Cl)c3C)sc2n1	-1.1	0.18	-0.087	0.59	0.62	936	·	·	·	·	1.7	1332	·	·	·	·	-1	675	·
COc1cccc(-c2nn(-c3ccccc3)cc2C(=O)O)c1	0.23	-0.15	0.11	-0.53	0.91	1425	9	12	i	18	-3.4	798	6.9	3.5	9.9	1.2%	·	·	0.6%
CN(C)CC(C)(C)CNC(C(=O)Nc1ccc(Cl)cc1C(F)(F)F)c1ccccc1 (stereo not drawn)	-0.19	-0.28	-0.1	-0.17	-0.01	1633	-4	-3	i	-4	-2.3	960	2.2	2.1	5.1	-12%	-12	662	-2.8%
CC(=O)Nc1nc(-c2ccccc2)ns1	0.0018	-0.27	0.33	-0.36	-0.15	1076	2	11	i	-3	-1.7	1203	1.3	2.5	8.2	-17%	9	778	-2.3%
COc1ccc(NC(=O)CN(c2cc(C)cc(C)c2)S(=O)(=O)c2c(C)noc2C)cc1	1.4	0.031	1.3	-1.6	0.6	1077	18	5	+	26*	-6.5	1133	3.9	2.5	5.3	-6.2%	·	·	1.2%
COc1ccc(-n2c(Cn3c(=O)sc4ccccc43)nnc2SC)cc1	0.82	-0.00097	0.81	-2.2	-0.02	1238	11	2	i	20	-3.0	1262	2.6	2.2	3.4	12%	-60	705	-1.8%
O=C(NC(=S)Nc1ccc(Cc2ccncc2)cc1)c1ccccc1F	0.33	-0.2	-0.45	0.55	0.58	1357	39	16	i	-8	0.7	1489	4.2	1.7	12	0.9%	-12	666	-0.5%
COC(=O)c1c(C(C)=O)cnc2ccc(Br)cc12	-0.31	-0.21	-0.082	-0.14	0.05	1464	-10	-7	i	43	-2.9	1419	1.9	1.1	5.5	-1.9%	·	·	-1.7%
COc1ccc(S(=O)(=O)Cc2ccc(C(=O)N3CCC(C(N)=O)CC3)o2)cc1	-0.74	-0.29	-0.33	0.36	0.88	984	2	6	i	1	-0.5	1150	2.4	2.9	3.4	-1.3%	·	·	-0.1%
